High-throughput results as filed in PubChem BioAssay.
MCF10A rereplic: A quantitative high throughput screen for small molecules that induce DNA re-replication in MCF 10a normal breast cells; MCF 10A DNA re-replication, Hoechst nuclear intensity, 48 h; Potency, µM (doses to about 46.1 µM), for the others: at the highest dose activity, positive = re-replication, actives largely listed as activators; 350,000 compounds, 2.9% hits; AID 624296, 2012; further: potency means the concentration at half of the fitted maximal effect; % of control where 0% means no effect; nearly all actives have a fitted effect of over 50% in size
A549 tox: Nrf2 qHTS screen for inhibitors: counterscreen for cytotoxicity; A549 ARE-Fluc cells, CellTiter-Fluor viability, 18-24 h; Potency, µM (titrated, usually from 46 µM), inactives show at the top dose activity change, negative = cytotoxicity, usual class: inhibitors; 390,000 compounds, 0.16% hits; AID 504648, 2011; further: potency means the concentration at half of the fitted maximal effect; on the % scale 0 is the no-effect control and ±100 the full control effect
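Cytotoxicity counterscreen: CellTiter-Fluor fluorescence was measured in A549 ARE_Fluc cells after 18-24 h of compound exposure in a concentration series. The subsequent BugLite luminescent read reports ARE-luciferase activity.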
Nrf2 block: Nrf2 qHTS screen for inhibitors | A549 ARE-Fluc reporter, luciferase luminescence, 18-24 h | Potency, µM (top dose mostly 46 µM), for inactives: at the top dose activity change, negative = inhibition, hits mostly inhibitors | 360,000 compounds, 2.1% hits; further: potency means the concentration at half of the fitted maximal effect; on the % scale 0 is the no-effect control and ±100 the full control effect; nearly all actives have a fitted effect of over 60% in size
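Nrf2 function is reported as luminescence of an ARE-controlled luciferase in A549 cells. Compounds were tested at several concentrations, and a CellTiter-Fluor read on the same wells flagged cytotoxicity.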
Nrf2 ARE act: qHTS of Nrf2 Activators | AREc32 ARE-luciferase reporter (MCF7-derived line), luminescence, 24 h | Potency, µM (titrated, usually from 46.1 µM), for inactives: at the top dose activation, usual class: activators | 410,000 compounds, 0.31% hits; further: potency means the concentration at half of the fitted maximal effect; % of control where 0% means no effect; nearly all actives have a fitted effect of over 65% in size
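Quantitative high-throughput format: AREc32 reporter cells, 1000 per well, received compound by pin transfer and were incubated 24 hr at 37 deg C, 5% CO2, before Steady-Glo luminescence detection.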
HepG2 tox: qHTS for Inhibitors of TGF-b: Cytotox Counterscreen. HepG2 CAGA-GFP viability, ATP luminescence, 18 h. Potency, µM (top dose mostly 46.1 µM), without a hit: at the top dose activity change, negative = cytotoxicity, most hits filed as cytotoxic. 410,000 compounds, 0.76% hits. AID 588856, 2011; further: potency means the concentration at half of the fitted maximal effect; some results filed as inactive show a strong effect at the top dose
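HepG2 CAGA-GFP cells (1000/well, DMEM with 1% FBS) received compound, then TGF-beta at 500 pg/mL final, and were incubated 18 hours at 37 degrees C. Viability was read by CellTiter-Glo luminescence. Media-only wells were set as complete cell-killing and DMSO as no toxicity.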
ATXN2 expr inh: Primary qHTS for Inhibitors of ATXN expression; AID 1745845, 2022; Potency, µM (series often up to 57 µM), for inactives: at the highest dose activity change, negative = inhibition, usual class: inhibitors; 360,000 compounds, 0.72% hits; HEK-293 ATXN2-luciferase reporter, luminescence, 24 h; further: potency means the concentration at half of the fitted maximal effect; on the % scale 0 is the no-effect control and ±100 the full control effect; nearly all actives have a fitted effect of over 55% in size
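qHTS (up to 57 uM final) was run with 24 h compound exposure of reporter cells at 37 °C. Each well was multiplexed: SteadyGlo luminescence measured ATXN2-luciferase expression after a fluorogenic Gly-Phe-AFC viability readout (25 uM final).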
TGFb SMAD3 inh: qHTS for Inhibitors of TGF-b. HepG2 CAGA-GFP TGF-b/SMAD3 reporter, GFP fluorescence, 18 h; TGF-beta stimulated, 500 pg/mL final. 410,000 compounds, 1.2% hits. AID 588855, 2011. Potency, µM (top dose mostly 46.1 µM), for inactives: top-dose activity, negative = inhibition, hits mostly inhibitors; further: potency means the concentration at half of the fitted maximal effect; on the % scale 0 is the no-effect control and ±100 the full control effect; nearly all actives have a fitted effect of over 65% in size
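HEPG2 CAGA-GFP reporter cells (1000/well, DMEM with 1% FBS) received compounds, then recombinant TGF-beta at 500 pg/mL final for 18 hours at 37 degrees C. Per-cell GFP summed per well was normalised to unstimulated and stimulated DMSO controls before curve fitting.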
IL-1B inflam inh: qHTS for Inhibitors of Inflammasome Signaling: IL-1-beta AlphaLISA Primary Screen. 360,000 compounds, 4.7% hits. activity change, % at 57.5 µM. THP-1 LPS/ATP IL-1B secretion, AlphaLISA, 16 h; stronger effect = lower value; in the data active means activity change below about -50%; inconclusive means mostly about -30% to -49%; further: on the % scale 0 is the no-effect control and ±100 the full control effect
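Secreted IL-1B measured by AlphaLISA bead assay after 16 h compound exposure of THP-1 cells; compounds (final up to 57.5 uM) added 1 h before LPS (250 ng/mL) and ATP (1.25 mM) stimulation; lower signal means less secretion.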
ATXN viability: Viability Counterscreen for Primary qHTS for Inhibitors of ATXN expression. 400,000 compounds, 0.49% hits. AID 651635, 2014. Potency, µM (series often up to 56.7 µM), usual class: cytotoxic. S2 cells (HEK-293 line with an ATXN2-luciferase reporter) viability, CellTiter-Fluor protease fluorescence, 24 h; further: potency means the concentration at half of the fitted maximal effect; nearly all actives have a fitted effect of over 40% in size
* = called active by the depositor; i = inactive; ? = inconclusive; / = no result given; [ ] = remark or other dose. Unless noted, the call rests on the fitted dose curve; in most records, active means well fitted curve in the direction sought with a large enough effect; inconclusive means small, poorly fitted or top-dose-only effect, or another doubt; inactive means no such curve, though single readings can be large; an effect the other way counts as inactive or inconclusive.

SMILES	MCF10A rereplic	A549 tox	Nrf2 block	Nrf2 ARE act	HepG2 tox	ATXN2 expr inh	TGFb SMAD3 inh	IL-1B inflam inh	ATXN viability
COc1ccc(NC(=O)C2C3C=CC(C3)C2C(=O)NCc2ccco2)cc1 (stereo not given)	8.8%	-1.7%	16.2%	0.6%	-9.7%	7.3%	16.0%	10.0	i
COc1ccc(Cn2nnnc2C(c2cccs2)N2CCCCCC2)cc1 (stereo not given)	5.4%	-1.7%	-17.8%	0.4%	2.4%	-13.0%	?	12.4	i
O=C(NCCOc1ccccc1F)c1cc(F)c(F)cc1Cl	15.6%	1.0%	?	-0.7%	4.1%	24.8%	10.5%	1.6	i
CCCCCCNc1cc(C)oc(=O)c1C(C)=O	?	14.3%	24.6%	7.0%	6.4%	12.8%	0.0%	31.6	i
CC(C)(C)C(=O)Nc1c(C(=O)N2CCN(c3ccc(F)cc3)CC2)oc2ccccc12	/	2.8%	-0.6%	0.7%	-22.6%	-20.8%	-22.2%	/	i
CCOC(=O)c1c(NC(=O)COC(=O)Cc2n[nH]c(=O)c3ccccc23)sc(C(=O)NC)c1C	-5.4%	0.4%	?	-0.3%	2.1%	1.9%	2.2%	5.0	i
O=C(NCCc1ccccc1)c1cc(=O)c2ccccc2o1	-1.6%	-2.1%	-19.7%	3.7%	-8.0%	-3.4%	-1.3%	26.7	i
CN=c1scc(-c2cccs2)n1/N=C/c1ccc(O)c(O)c1O	7.5%	-14.6%	?	18.4%	-23.3%	-10.6%	-24.7%	-1.6	?
COc1ccccc1C(=O)Nc1ccccc1C(=O)Nc1ccccc1	?	-8.7%	-15.1%	-0.3%	0.9%	-9.4%	12.7%	-4.7	i
CCOC(=O)/C=C1/N(C)c2ccccc2C1(C)C	-2.3%	3.6%	20.0%	-0.2%	26.9%	21.7%	-2.9%	-9.6	i
Cn1c(CSc2ncccn2)nnc1SCC(=O)N1CCCCC1	1.9%	-4.7%	9.2%	-0.9%	-2.3%	-5.9%	-9.7%	1.7	i
COc1cc2c(cc1OC)C1=NC(=O)CN1C(SCc1ccccc1C)=N2	-2.5%	-15.1%	9.2µM*	0.7%	-0.7%	/	-4.1%	-4.5	/
COc1ccc(NC(=O)CCC(=O)c2cccs2)cc1Cl	0.8%	7.6%	23.9%	0.9%	-1.9%	-3.2%	3.1%	1.8	i
NS(=O)(=O)c1ccc(NC(=O)COC(=O)CN2C(=O)C3CC=CCC3C2=O)cc1 (stereo not given)	-0.5%	-6.9%	3.1%	-0.6%	-3.5%	7.9%	1.5%	10.7	i
CCc1ccccc1NC(=O)CN1CCN(C(=O)C2CCN(C(=O)/C=C/c3ccccc3)CC2)CC1	?	-9.3%	?	4.1%	-11.6%	-4.9%	-25.0%	0.0	i
Cc1ccc(N(CC(O)CN2CCOCC2)S(=O)(=O)c2ccc3ccccc3c2)cc1 (stereo not given)	4.6%	?	/	2.7%	-12.6%	-3.6%	-1.6%	-3.2	i
NS(=O)(=O)c1ccc(CNC(=O)NC2(c3ccccc3)CC2)cc1	12.7%	-1.3%	-4.3%	-0.7%	2.6%	8.9%	6.3%	22.7	i
Cc1ccccc1OCCC(=O)OCC(=O)N(C)c1c(N)n(Cc2ccccc2)c(=O)[nH]c1=O	-3.0%	4.0%	-9.7%	-0.1%	-37.8%	-10.1%	-9.1%	18.4	i
O=C(NCCC1CC1(Cl)Cl)Nc1ccccc1 (stereo not given)	-0.7%	-5.6%	2.2%	0.5%	-54.4%	15.1%	0.0%	-18.5	i
COc1ccc(-c2nc3c(C#N)c[nH]n3c2NC2CCCCC2)c(OC)c1	/	-14.7%	?	4.5%	-36.9%	6.5%	-10.4%	/	i
Fc1cccc(F)c1/C=C/c1ccc2ccccc2n1	2.7%	14.7%	?	?	-36.2%	52.6%[activator]	?	-7.4	i
CN(C)c1ccc(N=c2sc3ccccc3n2C)cc1	-11.9%	-8.2%	?	4.3%	-50.2%	48.5%[activator]	?	-50.8*	i
CC(C)C(=O)Nc1nc2c(ncn2[C@H]2CC(O)[C@@H](CO)O2)c(=O)[nH]1 (stereo not given in full)	/	-21.1%	?	/	-9.7%	/	-8.2%	/	/
COC(=O)c1ccc(NC(=S)NNC(=O)CC(C)C)cc1	-3.5%	-0.9%	-8.8%	-0.4%	-17.2%	6.7%	0.0%	5.1	i
CC(=O)n1c(C=Nc2ccccc2)c(O)c2ccccc21	0.0%	-6.4%	?	?	-24.8%	47.8%[activator]	-21.2%	0.0	/

Some of the entries above, set out differently:
Order of results – MCF10A rereplic | A549 tox | Nrf2 block | Nrf2 ARE act | HepG2 tox | ATXN2 expr inh | TGFb SMAD3 inh | IL-1B inflam inh | ATXN viability
- CCOC(=O)/C=C1/N(C)c2ccccc2C1(C)C
  -2.3% | 3.6% | 20.0% | -0.2% | 26.9% | 21.7% | -2.9% | -9.6 | i
- Cn1c(CSc2ncccn2)nnc1SCC(=O)N1CCCCC1
  1.9% | -4.7% | 9.2% | -0.9% | -2.3% | -5.9% | -9.7% | 1.7 | i
- COc1cc2c(cc1OC)C1=NC(=O)CN1C(SCc1ccccc1C)=N2
  -2.5% | -15.1% | 9.2µM* | 0.7% | -0.7% | / | -4.1% | -4.5 | /

New compounds follow:
SMILES	MCF10A rereplic	A549 tox	Nrf2 block	Nrf2 ARE act	HepG2 tox	ATXN2 expr inh	TGFb SMAD3 inh	IL-1B inflam inh	ATXN viability
O=C1C(=O)c2ccc(-c3ccccc3)cc2-c2ccccc21	?	/	20.6µM*	-2.6%	2.51µM*	?	?	-56.9*	5.62µM*
CCCOC(=O)c1ccc(Oc2c(-c3ccc(OCC)cc3O)n[nH]c2C)cc1	0.1%	?	?	-1.4%	11.2µM*	?	11.2µM*	-101.9*	/
CN1CCN(C(=S)NC(=O)c2ccccc2Cl)CC1	-2.1%	0.7%	7.8%	0.7%	-6.0%	0.4%	-11.5%	0.0	i
O=C(CC1C(=O)NCCN1CC(c1ccccc1)c1ccccc1)NC1CC1 (stereo not given)	25.6%	-2.6%	0.0%	0.3%	-4.1%	-5.1%	1.7%	2.0	i
CC(C)c1nc2n[nH]c(N)c2c2c1CCC2	3.2%	-4.1%	13.3%	0.1%	2.8%	5.9%	9.5%	-23.6	i
COc1ccc(/C=N/OCC(=O)NCC(C)C)c(OC)c1	4.6%	4.1%	-18.2%	-0.2%	0.9%	10.7%	14.7%	-8.9	i
Cc1ccccc1N1CCN(c2ncnc3c2cnn3Cc2ccc(Cl)cc2)CC1	3.5%	-5.9%	18.4µM*	7.8%	-27.8%	-24.3%	?	?	i
CCCCCCCNC(=O)C1(CC2CC(c3cccc(Br)c3)=NO2)CCN(C(=O)C2(C)CC2)CC1 (stereo not given)	?	-25.6%	?	-1.1%	-12.1%	?	?	-59.5*	?
CC(C)C(=O)Nc1ccc(C(=O)NNC(=O)CCc2ccccc2)cc1	-1.3%	-0.1%	?	0.1%	-2.2%	5.7%	11.0%	-6.9	i
O=C1C(Cl)=C(N2CCOCC2)C(=O)N1CCc1ccccc1	13.0%	-1.8%	?	?	-20.9%	43.2%[activator]	-0.1%	4.2	i
COc1ccc(Cl)cc1NC(=O)c1ccc2c(SCC(=O)O)c3c(nc2c1)CCCC3	?	0.7%	?	0.2%	-6.3%	2.8%	-16.3%	?	i
O=C(COc1ccc(S(=O)(=O)NC2CCCCC2)cc1Cl)Nc1ccc2c(c1)OCO2	?	-21.3%	/	3.7%	-0.3%	-15.2%	?	-58.8*	i
Cc1cc(=O)oc2cc(OC(C)C(=O)O)c(Cl)cc12 (stereo not given)	-6.4%	-7.4%	2.2%	-0.3%	-21.3%	-5.7%	7.2%	-0.8	i
CSCc1cc(N2CCOCC2)nc(SCc2ccc(Cl)c(Cl)c2)n1	5.9%	6.7%	?	-0.6%	-26.9%	-9.3%	-10.5%	-6.6	i
Cc1ccccc1Cc1ccc(Cl)nn1	7.8%	-5.6%	1.0%	0.1%	2.7%	?	-5.5%	0.6	i
N#Cc1ccccc1S(=O)(=O)c1ccccc1C(=O)Nc1ccccc1	-18.5%	1.5%	8.5%	11.7%	5.5%	7.1%	-12.7%	27.8	i
CCOC(=O)c1[nH]c2ccc(F)cc2c1NC(=O)C1=COCCO1	-0.6%	4.9%	/	3.2%	-1.2%	-4.2%	0.0%	-15.9	i
Cc1c(-c2ccco2)[n+](=O)c2c(n1[O-])CCC2	-4.2%	7.9%	18.2%	-0.9%	-0.9%	-4.7%	5.0%	-1.6	?
Cc1nc(C)c(-c2nnc(-c3ccccc3Cl)o2)cc1C(=O)NN	-0.6%	3.6%	-11.8%	1.8%	-6.7%	-0.6%	2.8%	0.0	i
CC(=O)Nc1ccc(NC(=O)CSc2nnc3c4ccccc4n(C)c3n2)cc1	2.3%	-0.8%	-5.3%	1.4%	-10.9%	-3.2%	-19.5%	52.4	i
COc1ccc(OC)c(NC(=O)NCc2cccnc2)c1	-0.4%	12.5%	1.8%	0.7%	-20.3%	0.6%	?	13.6	i
COC(=O)CC1COc2ccccc2N1C(=O)c1cc(OC)c(OC)c(OC)c1 (stereo not given)	0.6%	-1.4%	-21.1%	4.7%	-11.7%	/	-19.8%	-2.8	i
CCn1c(C(=O)NCCc2ccc(OC)c(OC)c2)cc2sc(Cl)cc21	/	0.3%	?	0.7%	-21.3%	/	?	/	/
COc1ccc(/C=C(\C#N)C(=O)NC(C)c2ccccc2)cc1O (stereo not given)	6.6%	-0.9%	-5.7%	5.0%	-23.2%	2.5%	0.0%	-86.7*	i
C/C(=N\NC(=O)c1ccc(C)cc1)c1c(C)[nH]n(-c2ccccc2)c1=O	6.7%	-15.7%	-28.9%	-0.5%	-51.5%	/	?	129.7	?
CCC(Oc1ccccc1F)C(=O)Nc1cc(-c2ccccc2)no1 (stereo not given)	/	20.0%	10.6%	3.8%	-8.9%	-3.3%	10.5%	/	i

Rows are unselected, and some 8.8% of all compounds hit somewhere here.
